HTRA1 inhibitor – HTRA1 serine protease inhibitors, primary screen, biochemical, fluorescence polarization, HTS; Q92743; recombinant HTRA1, FP-rhodamine activity-based probe; inhibition, % at 5.96 µM; 340,000 tested, 0.5% active; AID 504803, 2011; in the data active means inhibition above about 36%;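 further: 0% = enzyme with DMSO and 100% = wells lacking enzyme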
mABHD4 FP – ABHD4 inhibitors, primary screen, biochemical, fluorescence polarization, mouse. AID 720543, 2013. inhibition, % at 8.92 µM. purified mABHD4, FP-Rh probe fluorescence polarization. 370,000 tested, 0.54% active. (Lyso)-N-acylphosphatidylethanolamine lipase (Mus musculus), Q8VD66;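 active means inhibition exceeding the mean over every tested compound plus 3 SD, cut at about 30% in these data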;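 further: 0% = plate median of compound wells and 100% = S159A mutant with DMSO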
Target sequence (Q8VD66 whole entry, looked up): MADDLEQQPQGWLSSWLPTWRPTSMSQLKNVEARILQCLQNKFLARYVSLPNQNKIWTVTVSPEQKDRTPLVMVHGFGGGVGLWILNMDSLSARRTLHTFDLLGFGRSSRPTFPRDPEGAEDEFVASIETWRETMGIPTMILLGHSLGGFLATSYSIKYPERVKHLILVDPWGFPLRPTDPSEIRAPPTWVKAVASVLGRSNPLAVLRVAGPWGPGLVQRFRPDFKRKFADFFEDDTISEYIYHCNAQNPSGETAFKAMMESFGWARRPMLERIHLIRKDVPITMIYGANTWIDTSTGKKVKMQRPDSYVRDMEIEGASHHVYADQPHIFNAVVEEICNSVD
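Assay system: mABHD4 protein; medium: HEPES pH 7.0, NaCl, Pluronic buffer; dosing: 8.92 µM, single dose; schedule: 45 min + 60 min at 25 °C; signal: FP readout, ex 525 nm / em 598 nm; read-out: normalized percent inhibition of probe labeling; repeats: single replicate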
SIAE inh – human SIAE inhibitors, primary screen, biochemical, fluorescence polarization, FP-Rh probe, 1536-well HTS; SIAE FP-Rh probe binding; AID 1053197, 2014; 370,000 tested, 0.69% active; inhibition, % at 9.66 µM; Sialate O-acetylesterase (Homo sapiens), Q9HAT2;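 active means inhibition above a cutoff: mean of compounds within the control limits plus 3 SD of those, cut at about 17% in these data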;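 further: 0% = plate median of compound wells and 100% = probe without SIAE protein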
Target sequence (Q9HAT2 whole entry, looked up): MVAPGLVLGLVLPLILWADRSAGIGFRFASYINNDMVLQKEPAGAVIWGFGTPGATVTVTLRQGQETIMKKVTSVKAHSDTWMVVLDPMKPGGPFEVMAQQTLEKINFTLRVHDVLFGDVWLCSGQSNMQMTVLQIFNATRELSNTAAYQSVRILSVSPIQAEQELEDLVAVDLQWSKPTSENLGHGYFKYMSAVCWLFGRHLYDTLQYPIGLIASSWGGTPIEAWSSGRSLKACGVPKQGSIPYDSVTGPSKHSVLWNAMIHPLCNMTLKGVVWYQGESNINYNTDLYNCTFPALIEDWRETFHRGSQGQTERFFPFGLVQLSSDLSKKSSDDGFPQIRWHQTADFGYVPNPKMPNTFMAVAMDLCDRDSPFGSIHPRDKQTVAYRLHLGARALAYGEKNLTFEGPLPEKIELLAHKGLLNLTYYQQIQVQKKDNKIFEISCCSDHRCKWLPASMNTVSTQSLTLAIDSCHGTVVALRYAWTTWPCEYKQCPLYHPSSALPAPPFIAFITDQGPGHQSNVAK
PRMT1 inh – PRMT1 methyltransferase inhibitors, primary screen, biochemical, fluorescence polarization | recombinant PRMT1, activity-based probe fluorescence polarization | inhibition, % at 2.79 µM | Protein arginine N-methyltransferase 1 (Homo sapiens), Q99873 | AID 652257, 2013 | 370,000 tested, 1.3% active;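 active means inhibition above about 21% made by adding two undisclosed values, limit read from the data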
Tn7 DDE FP – inhibitors of Tn7 peptide binding to fibrin DD(E), primary screen, biochemical, fluorescence polarization, human fibrin, Tn7 probe; 370,000 tested, 0.13% active; inhibition, % at 8.3 µM; Fibrinogen beta chain (Homo sapiens), P02675; AID 720508, 2013; FP displacement of FITC-Tn7 peptide from fibrin DD(E); 0% = median of compound wells per plate;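 active means inhibition above the mean of compounds falling within the control limits plus 3 SD of them, cut at about 14% in these data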;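 further: 0% = plate median of compound wells and 100% = 10 µM Aha-Tn7 peptide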
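system = human fibrin DD(E) protein | quantity = DD(E) 2 µM final | medium = Tris/NaCl/CaCl2 buffer, pH 7.8 | also added = labelled Tn7 tracer, 0.1 µM | compound dosing = single point at 8.3 µM | timing = compound with protein 10 min, then 3 h after probe, room temperature | signal = FP measurement | benchmarks = Aha-Tn7 high control | repeats = one replicate per compound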
PG9 Ab binder – binders of HIV-1 gp120 antibody PG9, primary screen, biochemical, TR-FRET; TR-FRET gp120-PG9 antibody binding; inhibition, % at 6.7 µM; AID 624416, 2012; 360,000 tested, 0.43% active; in the data active means inhibition above about 8.5%
TDP2 absorb – human TDP2 enzyme inhibitors, primary screen, biochemical, epi absorbance, recombinant enzyme | inhibition, % at 12.8 µM | Tyrosyl-DNA phosphodiesterase 2 (Homo sapiens), O95551 | 370,000 tested, 0.34% active | T5PNP hydrolysis, p-nitrophenol absorbance 415 nm | AID 720702, 2013;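 active means inhibition above the mean of all tested compounds plus 3 SD, set per campaign, cut at about 25% in these data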;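 further: 0% = DMSO with enzyme and 100% = buffer with substrate but no TDP2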
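Material: recombinant human TDP2; quantity: TDP2 enzyme at 120 nM final; medium: Tris-HCl pH 7.5 with MgCl2; compound: single concentration, 12.8 µM nominal, with 1% DMSO; incubation: 2 h enzyme incubation at 37 °C; signal: epi absorbance; measure: percent inhibition; benchmarks: high control without enzyme, low control DMSO plus TDP2; repeats: singlicate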
LEDGF integ inh – blockers of LEDGF/p75-dependent integrase strand transfer – biochemical, TR-FRET, high throughput, primary screen | HIV-1 integrase (with human LEDGF/p75) | TR-FRET IN-LEDGF/p75 DNA integration, Eu/Cy5 | inhibition, % at 3.7 µM | 370,000 tested, 0.64% active | AID 743269, 2014;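 active means inhibition above the screen-wide mean plus 3 SD, cut at about 13% in these data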;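 further: signal is the Cy5 over europium emission ratio at 671 and 618 nm; 0% = plate median of compound wells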
UHRF1 MBD2 ctr – UHRF1 methylated DNA binding inhibitors, primary screen, counter-screen for MBD2 inhibitor project, biochemical, TR-FRET, human UHRF1, single concentration. E3 ubiquitin-protein ligase UHRF1 (Homo sapiens), Q96T88. UHRF1 binding to methylated oligo. inhibition, % at 4.4 µM. 370,000 tested, 0.75% active. AID 687016, 2013; in the data active means inhibition above about 21%;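 further: UHRF1 SRA domain binding a hemimethylated CpG hairpin DNA probe; 0% = median of test compound wells and 100% = reference inhibitor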
TCR CD3 inh – inhibitors of human TCR-CD3 interaction, primary screen, biochemical, fluorescence, TAMRA-labeled TCR probe; 360,000 tested, 0.37% active; inhibition, % at 9.4 µM; in the data active means inhibition above about 19%;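 further: recombinant mutant TCR 2C K166C tagged with TAMRA read by polarization; 0% = receptor in buffer alone and 100% = receptor with positive control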
Active calls of the source: *; nt = not tested or not shown.

structure	HTRA1 inhibitor	mABHD4 FP	SIAE inh	PRMT1 inh	Tn7 DDE FP	PG9 Ab binder	TDP2 absorb	LEDGF integ inh	UHRF1 MBD2 ctr	TCR CD3 inh
CC(=O)c1ccc(N2CCN(C(=O)c3cc4c(-c5ccccc5F)nn(C)c4s3)CC2)cc1	-33	-17	-14	1	0	-2.2	2	-5	0	6
Cc1cccc(C(=O)N/C(=C\c2ccc(C)o2)C(=O)O)c1	-3	6	15	2	0	-2.0	4	3	-1	-3
CCN1CCN(C(=O)/C=C/c2ccc(OC)c(OC)c2)CC1	-6	-2	-5	-1	5	0.5	6	-7	0	-10
CC(=O)NC(c1ccc(C(C)C)cc1)c1c(O)ccc2ccccc12 (centres undefined)	nt	-25	-6	4	1	0.7	-25	-1	6	-3
COC(=O)c1ccc(C2NC(=O)c3ccccc3O2)cc1 (centres undefined)	7	-8	1	-4	-6	0.5	0	5	-2	0
COc1cc(NC(=O)CSc2nc(C)c(C)c(C)n2)c(C)cc1[N+](=O)[O-]	3	4	6	-2	2	-0.7	7	-2	-1	-2
CO[C@H]1CN(C)C(=O)c2cc(NC(=O)c3ccccc3)ccc2OC[C@H](C)NC[C@@H]1C	nt	3	-4	-3	4	-1.0	6	-2	-1	3
Fc1ccc(NC(=S)NC2CCCCC2)c(F)c1F	5	4	2	-2	6	0.9	4	-1	1	8
CC(C)(C)NC(=O)NC(=O)COc1ccc(Br)cc1Br	-21	-11	5	-2	2	-0.9	-16	3	2	-4
COCCCn1c(SCC(=O)NC2CCCC2)nnc1-c1ccco1	4	2	2	0	1	0.1	15	2	1	7
COc1ccc(COC(=O)CCc2cc(OC)c(OC)c(OC)c2)cc1F	-1	1	-1	-1	-5	-1.0	-2	2	-2	0
Cc1nc2cc(N3CCCCC3)c(NC(=O)c3ccncc3)cc2c(=O)n1Cc1ccccc1	-1	1	-2	-4	0	-1.4	8	1	1	1
[O-]C1=N/[N+](=C/c2ccc(Cl)cc2)CC1	2	1	5	7	2	-0.6	7	-1	-2	-3
CCOC(=O)C1=CN(Cc2cccc(Br)c2)S(=O)(=O)NC1C (centres undefined)	-9	-5	0	-3	-4	-2.8	-8	0	0	3
O=C(Oc1ccc(-c2ccccc2)cc1)N1CCOCC1	-2	1	6	-4	0	-0.6	-3	-2	0	-9
CC(CNc1nc2ccccc2n2cnnc12)c1ccccc1 (centres undefined)	1	-7	-8	-3	-14	-3.3	-26	0	-1	1
O=C(NCCc1ccc(Cl)cc1)C1CCN(C(=O)c2sccc2-n2cccc2)CC1	-2	2	1	0	2	1.8	-4	2	-1	-2
COc1ccc(N=Nc2ccc(N)nc2N)cc1	15	-2	2	0	-3	-8.2	0	4	-10	3
O=[N+]([O-])c1ccc(CN2CCSCC2)cc1	6	3	-1	0	7	0.6	1	-2	0	-4
CCN(CC)C(=O)CN(c1cccc(OC)c1)S(=O)(=O)c1ccc(C)cc1	-2	-2	-6	2	-2	0.5	-8	-1	4	-3
Cc1ccc(C(=O)NCCCn2ccnc2)cc1C	nt	5	-5	-1	2	-0.6	4	-3	-1	0
Cc1cc(Oc2ccc(C(C)(C)C)cc2)nc(N2CCOCC2)n1	-14	3	0	0	2	-1.6	0	0	0	-5
OCCC1CN(Cc2ccc(F)cc2Cl)CCN1CCc1ccccc1 (centres undefined)	-1	8	4	1	-8	0.5	-19	-6	4	1
CC(=O)c1cccc(NC(=O)COC(=O)[C@@H](NC(=O)OCc2ccccc2)C(C)C)c1	-6	0	0	1	2	-2.6	2	1	3	1
CC(C)(C)NC(=O)COC(=O)CCC(=O)c1cccs1	4	12	0	2	0	0.4	3	1	8	0

The last 3 entries of the section above open the next one:
structure	HTRA1 inhibitor	mABHD4 FP	SIAE inh	PRMT1 inh	Tn7 DDE FP	PG9 Ab binder	TDP2 absorb	LEDGF integ inh	UHRF1 MBD2 ctr	TCR CD3 inh
OCCC1CN(Cc2ccc(F)cc2Cl)CCN1CCc1ccccc1 (centres undefined)	-1	8	4	1	-8	0.5	-19	-6	4	1
CC(=O)c1cccc(NC(=O)COC(=O)[C@@H](NC(=O)OCc2ccccc2)C(C)C)c1	-6	0	0	1	2	-2.6	2	1	3	1
CC(C)(C)NC(=O)COC(=O)CCC(=O)c1cccs1	4	12	0	2	0	0.4	3	1	8	0
Cc1nc(SCC#N)c2c3c(sc2n1)CCC3	3	7	0	1	-1	-0.1	13	-1	0	4
CCCc1nc2cc(Cl)c([N+](=O)[O-])cc2o1	6	-1	9	4	4	-1.0	-3	-8	-1	0
C=CCNC(=O)C(C)Sc1ccc(Cl)cc1 (centres undefined)	4	-3	-1	4	-4	-0.9	9	1	1	4
COc1ccc(C)cc1N(CC(=O)NCCN1CCOCC1)S(=O)(=O)c1ccccc1	0	-3	-6	-3	-3	-1.1	-14	1	1	2
N/C(=N\OC(=O)CCC1CCCC1)c1ccccn1	-1	0	5	3	-9	1.9	-6	0	6	2
CCOc1ccccc1OCCCC(=O)N1CCN(S(=O)(=O)c2ccc(C)cc2C)CC1	-10	-6	0	6	-4	1.2	-17	-6	3	8
COc1ccc(N(C)S(=O)(=O)c2cccc(C(=O)N3CCN(Cc4ccc5c(c4)OCO5)CC3)c2)cc1	-7	1	9	1	-3	-0.2	3	3	0	1
CC1(C)C(=O)Nc2ccccc2N1C(=O)COC(=O)c1cccnc1	3	3	3	-4	5	-2.0	-7	2	-3	11
O=C(CN(Cc1ccccc1)S(=O)(=O)c1ccccc1)N/N=C/c1ccc([N+](=O)[O-])cc1	-30	-8	-3	4	-6	0.0	-16	-1	1	-3
CN(C)C(CNC(=O)Nc1cccc(Cl)c1)c1cccnc1 (centres undefined)	2	1	2	-1	-9	0.4	-3	3	2	-4
O=C(CSc1nc(C2CCCCC2)n(-c2ccccc2)n1)NCCN1C(=O)CSC1=O	-3	3	8	-2	-5	-1.5	4	-2	0	10
O=Cc1cn(CC(=O)N2CCCc3ccccc32)c2ccccc12	3	-1	1	3	-1	-3.0	6	2	-2	0
C=CCN1C(=O)[C@@H](CC(=O)N2CCCC2)[C@]2(C(=O)OCC)CCCCC/C=C/12	nt	2	5	2	4	nt	-4	0	3	nt
CCN(CC)CCN(C(=O)c1ccc(C(=O)c2ccccc2)cc1)c1nc2c(OC)cccc2s1	-1	-3	-1	-2	1	-0.7	6	0	0	6
CN(C)c1ccc(C2CC(=O)OC3=C2C(=O)CC(C)(C)C3)cc1 (centres undefined)	5	0	6	-2	6	-4.3	4	-1	-1	6
Cc1ccc(S(=O)(=O)N2CCCN(C)c3nc4ccccc4nc32)cc1	14	-8	-9	5	-5	2.5	3	-1	-4	0
CS(=O)(=O)Nc1ccc(S(=O)(=O)N2CCCCCC2)cc1	3	5	4	3	3	0.2	17	2	0	5
Cc1ccc(-n2nc(C)c(NC(=O)CCl)c2C)cc1	3	-5	3	9	-1	1.6	-7	-1	1	-3
Cc1oc(=O)c(NC(=O)c2ccccc2)cc1C(N)=O	nt	3	4	2	3	0.3	2	1	-4	4
Cc1ccc(-n2c(C(C)C)nc3oc4ccccc4c(=O)c3c2=O)cc1	6	-5	-1	-8	-3	-3.1	-6	3	-1	5
COc1ccc(N2CCN(C(=O)NCc3ccc(OC)c(Cl)c3)CC2)cc1	5	4	-2	-4	-1	-3.3	3	6	3	5
CCCn1nnc(NC(=O)c2ccco2)n1	3	3	-4	2	3	1.1	3	0	3	-7
Fc1cc(F)c(C2SCCN2C(=S)Nc2cccc(C(F)(F)F)c2)c(F)c1 (centres undefined)	-13	-11	-5	78*	-2	0.2	2	1	-4	12
O=C1C=C(c2c(O)ccc3ccccc23)c2ccccc2C1=O	46*	52*	8	41*	-3	2.0	19	-2	3	4
CC1(C)OC2CCN3C(C(O)COS3(=O)=O)C2O1 (centres undefined)	3	6	3	0	3	-1.4	6	0	0	-2
CCC(C)[C@H](NC(=O)[C@@H]1Cc2c([nH]c3ccccc23)C2c3ccccc3C(=O)N21)C(=O)N1CCC[C@@H]1C(=O)O (some centres undefined)	-1	-3	-2	3	7	-0.6	9	-3	-1	5

In the list so far, four have a nitro group on carbon.
structure	HTRA1 inhibitor	mABHD4 FP	SIAE inh	PRMT1 inh	Tn7 DDE FP	PG9 Ab binder	TDP2 absorb	LEDGF integ inh	UHRF1 MBD2 ctr	TCR CD3 inh
COc1cc(NC(=O)CSc2nc(C)c(C)c(C)n2)c(C)cc1[N+](=O)[O-]	3	4	6	-2	2	-0.7	7	-2	-1	-2
O=[N+]([O-])c1ccc(CN2CCSCC2)cc1	6	3	-1	0	7	0.6	1	-2	0	-4
CCCc1nc2cc(Cl)c([N+](=O)[O-])cc2o1	6	-1	9	4	4	-1.0	-3	-8	-1	0
O=C(CN(Cc1ccccc1)S(=O)(=O)c1ccccc1)N/N=C/c1ccc([N+](=O)[O-])cc1	-30	-8	-3	4	-6	0.0	-16	-1	1	-3

Screening results from PubChem BioAssay.
